CHT PAM – CHT positive allosteric modulators, primary screen, cell-based, membrane potential dye, choline EC20; High affinity choline transporter 1 (Homo sapiens), Q9GZV3; CHT-expressing cells; hits give high values; LV-AA mutant CHT in HEK293 cells; B-score at 10 µM; 310,000 tested, 0.49% active; AID 488977, 2010;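 active means initial fluorescence not abnormally high and integrated response B-score, plate-corrected, over 3 SD above library mean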
Target sequence (Q9GZV3 whole entry, looked up): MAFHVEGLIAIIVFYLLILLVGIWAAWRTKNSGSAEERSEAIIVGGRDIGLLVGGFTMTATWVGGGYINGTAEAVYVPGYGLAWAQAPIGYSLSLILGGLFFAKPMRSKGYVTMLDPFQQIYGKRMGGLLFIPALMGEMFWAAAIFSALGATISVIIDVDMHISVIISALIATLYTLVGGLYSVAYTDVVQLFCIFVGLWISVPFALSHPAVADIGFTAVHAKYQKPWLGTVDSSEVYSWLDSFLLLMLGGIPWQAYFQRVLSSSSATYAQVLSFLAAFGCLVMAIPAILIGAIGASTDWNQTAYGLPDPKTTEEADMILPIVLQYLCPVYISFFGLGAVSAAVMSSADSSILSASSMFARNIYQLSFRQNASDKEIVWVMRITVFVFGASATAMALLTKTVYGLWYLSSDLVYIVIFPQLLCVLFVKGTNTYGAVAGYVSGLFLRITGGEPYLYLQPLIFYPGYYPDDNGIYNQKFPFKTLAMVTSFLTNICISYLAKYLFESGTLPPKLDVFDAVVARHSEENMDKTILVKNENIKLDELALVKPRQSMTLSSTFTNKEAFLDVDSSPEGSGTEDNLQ
OX1R antag – OX1R (HCRTR1) antagonists, primary screen, fluorescence, CHO/OX1R cells, Fluo-8 calcium, orexin A; Orexin/Hypocretin receptor type 1 (Homo sapiens), O43613; Fluo-8 calcium fluorescence; inhibition, % at 5 µM; 330,000 tested, 0.43% active; AID 434989, 2010;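 active means inhibition above its plate's threshold, mean inhibition of all tested compounds on the plate plus 3 SD, cut at about 37% in these data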;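 further: 0% = orexin A challenge wells and 100% = SB-334867-A antagonist wells; not every result past the cut was called active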
Target sequence (O43613 whole entry, looked up): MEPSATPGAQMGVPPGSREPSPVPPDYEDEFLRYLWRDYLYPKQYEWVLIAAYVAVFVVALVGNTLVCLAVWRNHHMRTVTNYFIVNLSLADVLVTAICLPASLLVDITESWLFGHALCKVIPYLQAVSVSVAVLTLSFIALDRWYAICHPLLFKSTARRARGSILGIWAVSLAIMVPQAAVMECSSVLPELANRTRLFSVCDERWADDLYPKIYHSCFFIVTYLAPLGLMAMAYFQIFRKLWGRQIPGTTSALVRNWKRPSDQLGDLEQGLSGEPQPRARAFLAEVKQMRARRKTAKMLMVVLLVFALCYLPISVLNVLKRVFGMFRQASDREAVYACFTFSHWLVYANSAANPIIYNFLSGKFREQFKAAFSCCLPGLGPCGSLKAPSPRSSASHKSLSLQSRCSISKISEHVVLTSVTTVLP
* = called active by the depositor; i = inactive; x = not tested or not shown.

No. | structure | CHT PAM | OX1R antag
1 | COc1ccccc1CC(=O)Nc1ccc2nc(C)sc2c1 | i | -16.6
2 | Cc1ccc(Nc2nnc(SCC(=O)Nc3cccnc3Cl)s2)cc1C | i | -27.9
3 | CCc1ccc(-c2nnn(CC(=O)N(C3CCCC3)C3CCS(=O)(=O)C3)n2)cc1 (centres undefined) | x | -25.2
4 | COc1ccc(C(=O)N(C)Cc2nc3ccccc3c(=O)[nH]2)cc1S(=O)(=O)N1CCCC1 | x | -6.6
5 | CCC(C)(C)NC(=O)CN(C(=O)CCC(=O)Nc1nccs1)c1ccccc1C | i | -32.6
6 | O=C(OC(C(=O)NCC1CCCO1)c1ccccc1F)c1ccco1 (centres undefined) | i | -2.5
7 | COc1ccc(CNC(=O)N[C@@H](Cc2c[nH]c3ccccc23)C(=O)O)cc1 | i | 2.2
8 | O=C(NCc1ccc(Cl)cc1)c1ncn[nH]1 | i | -11.7
9 | CCOC(=O)c1sc(=S)n(-c2ccccc2Cl)c1C | i | 1.6
10 | Nc1nc(SCC(=O)Nc2ccc(Cl)cn2)n[nH]1 | i | 3.2
11 | Cc1ccc(-c2nnnn2CS(=O)(=O)c2ccccc2)cc1 | i | -20.4
12 | O=c1oc2ccccc2c(O)c1CN1CCCCC1 | i | 6.6
13 | COc1ccc(-c2nn(-c3ccccc3)cc2CO)cc1OC | i | -7.2
14 | O=C(c1ccco1)N1CCN(Cc2ccccc2Br)CC1 | i | -32.2
15 | COC(=O)c1c(C)oc2ccc(NS(=O)(=O)c3cccs3)cc12 | i | -3.4
16 | O=C(CC12CC3CC(CC(C3)C1)C2)Nc1ccc2c(c1)COC2=O | i | -14.2
17 | Cc1ccc(C)c(S(=O)(=O)N2CCN(C(=O)c3ccc(C)s3)CC2)c1 | i | -29.4
18 | Cc1ccc(C(=O)NCc2ccco2)cc1[N+](=O)[O-] | i | -17.8
19 | COCCN(C(=S)Nc1ccc(C)cc1C)C(C)c1cccs1 (centres undefined) | i | -4.5
20 | CN(C)C(CNC(=O)CSc1nc2sc3c(c2c(=O)n1C)CCCC3)c1ccccc1 (centres undefined) | x | -9.5
21 | Clc1ccc(OCc2nn3c(-c4ccccc4)nnc3s2)c(Cl)c1 | i | -17.3
22 | CCN(CC)c1ccc(C=Nc2ccccc2)c(O)c1 | i | -13.0
23 | CCC(C)NC(=O)C(Cc1ccccc1)NS(=O)(=O)c1ccc2c(c1)CCC(=O)N2 (centres undefined) | i | -9.7
24 | CCCc1nn2c(=O)cc(CSCC(=O)Nc3ccccc3OC)nc2s1 | i | -11.4
25 | COc1ccc(C(=O)NNC(=S)NC(=O)c2cccs2)cc1 | i | 21.8

From compound 1 as far as 6, as listed above:
No. | structure | CHT PAM | OX1R antag
1 | COc1ccccc1CC(=O)Nc1ccc2nc(C)sc2c1 | i | -16.6
2 | Cc1ccc(Nc2nnc(SCC(=O)Nc3cccnc3Cl)s2)cc1C | i | -27.9
3 | CCc1ccc(-c2nnn(CC(=O)N(C3CCCC3)C3CCS(=O)(=O)C3)n2)cc1 (centres undefined) | x | -25.2
4 | COc1ccc(C(=O)N(C)Cc2nc3ccccc3c(=O)[nH]2)cc1S(=O)(=O)N1CCCC1 | x | -6.6
5 | CCC(C)(C)NC(=O)CN(C(=O)CCC(=O)Nc1nccs1)c1ccccc1C | i | -32.6
6 | O=C(OC(C(=O)NCC1CCCO1)c1ccccc1F)c1ccco1 (centres undefined) | i | -2.5

Continued.
No. | structure | CHT PAM | OX1R antag
26 | CCCn1c2ccccc2c2cnn(CC(=O)NCCN(C)C)c(=O)c21 | i | x
27 | CSCCC(NS(=O)(=O)c1ccc(Cl)cc1)C(=O)OCC(=O)N(C(C)C)C(C)C (centres undefined) | i | -20.3
28 | CC(=O)N1CCC(N2CCN(Cc3ccc(C)cc3)C(CCO)C2)CC1 (centres undefined) | i | -20.0
29 | CNC(=O)c1c(Br)cnn1-c1ccc(C)cc1 | i | -5.0
30 | Cc1ccc2c(ccc(=S)n2C)c1 | i | -1.0
31 | CC(=O)N1N=C(c2ccc(NS(=O)(=O)c3ccccc3)cc2)CC1c1ccco1 (centres undefined) | x | 24.1
32 | CCN(CC)S(=O)(=O)c1cccc(NC(=O)COC(=O)c2n[nH]c(=O)c3ccccc23)c1 | i | 37.0
33 | CCOC(=O)c1c(NC(=O)CSc2nnc(C)s2)sc2c1CCCCC2 | i | 53.7*
34 | O=C(NCC1CCCO1)c1cccc(-n2cnnn2)c1 (centres undefined) | i | -24.3
35 | Cn1cc(S(=O)(=O)Nc2cccc(F)c2)c(=O)n(C)c1=O | i | -21.1
36 | Cc1onc(-c2ccccc2)c1-c1nnc(CN2CCN(S(=O)(=O)c3ccccc3F)CC2)o1 | x | 10.2
37 | CCOc1ccccc1NC(=O)C(CC)Sc1nc2ccsc2c(=O)n1CCC(=O)O (centres undefined) | i | -17.6
38 | COc1ccc(NC(=O)c2ccc(-n3cncn3)c([N+](=O)[O-])c2)cc1 | i | -10.4
39 | Cc1cccc(C)c1NC(=O)c1ccccc1C(=O)O | i | 0.5
40 | Cc1nc(SCC(=O)NC(=O)NCCC(C)C)c2c(-c3cccs3)csc2n1 | i | -27.1
41 | Cc1ccccc1CCNC(=O)CCn1nc(C)c2c(C)n(-c3ccccc3)nc2c1=O | i | -33.4
42 | O=C(CSc1nc2ccc(Cl)cc2[nH]1)c1cccs1 | i | -29.2
43 | O=C(NC1CCCCCCC1)c1ccccc1O | i | -16.6
44 | CCOc1cc(N2CCOCC2)c(OCC)cc1NC(=O)CN1C(=O)NC2(CCc3ccccc32)C1=O (centres undefined) | i | -19.1
45 | CC1Cc2cc(S(=O)(=O)N3CCN(c4ccccc4F)CC3)ccc2N1C(=O)C1CC1 (centres undefined) | 7.53* | -15.4
46 | CC1CN(Cc2cn(C)nc2-c2ccc(Oc3ccccc3)cc2)CCN1C (centres undefined) | i | -33.4
47 | CN1N=C(C(C)(C)C)CC1=O | i | -3.2
48 | COc1ccc(NC(=S)Nc2ccccc2SC)c(OC)c1 | i | -28.4
49 | Cc1ccc(NC(=S)NCCN2CCOCC2)cc1C | i | -32.2
50 | COc1ccc(-c2sc3ccc(N4CCOCC4)cc3c2C#CC2(O)CCCCC2)cc1 | x | -31.9

Next part
No. | structure | CHT PAM | OX1R antag
51 | COc1ccc(-n2c(SCC(=O)Nc3ncc(Cl)cc3Cl)nc3ccccc32)cc1 | i | -23.2
52 | CCN(CC(=O)Nc1ccccc1OC)C(=O)C1CCCC1 | x | -14.9
53 | CC(=O)Nc1ccc(CN2CCN(CCC(C)C)C(CCO)C2)cc1 (centres undefined) | i | -7.3
54 | O=S(=O)(Nc1cccc(S(=O)(=O)N2CCCCC2)c1)c1ccccc1F | x | -51.9
55 | CC(NC(=O)CCc1nnc(C2CCCCC2)o1)c1ccc(F)cc1 (centres undefined) | i | -36.0
56 | Cc1cc(C)nc(SCc2cn3cc(Cl)ccc3n2)n1 | i | -4.6
57 | Cc1c(-n2c(SCC(=O)C(C)(C)C)nc3ccccc3c2=O)c(=O)n(-c2ccccc2)n1C | i | -21.0
58 | COc1ccc(CN2C(=O)c3ccccc3C2=O)cc1C(=O)OC(C)C(=O)NC(N)=O (centres undefined) | i | -18.4
59 | COc1ccc(-c2nc(CS(=O)(=O)CC(=O)NCCc3ccccc3)c(C)o2)cc1 | i | -30.9
60 | Cc1ccc(C)c(OCC(=O)Nc2cccc(S(=O)(=O)NC3=NCCCCC3)c2)c1 | i | 12.2
61 | Cc1cc(NS(=O)(=O)c2ccc(NC(=O)c3ccco3)cc2)nc(C)n1 | i | -7.5
62 | CN1CCCC(OC(=O)c2ccccc2F)C1 (centres undefined) | i | -3.3
63 | COc1cc(C(=O)NCCc2ccc(F)cc2)ccc1OCC(=O)N1CCOCC1 | i | -25.5
64 | COC(=O)COc1ccc(S(=O)(=O)Nc2ccc(NC(C)=O)cc2)cc1 | i | 3.7
65 | Cc1cc(S(=O)(=O)N(Cc2ccc3c(c2)OCO3)CC2CCCO2)ccc1-n1cnnn1 (centres undefined) | i | -16.9
66 | COc1ccccc1N(CCC#N)C(=S)Nc1ccc(S(=O)(=O)N2CCOCC2)cc1 | x | -6.9
67 | S=c1[nH]nc(-c2cc(-c3ccccc3)n[nH]2)n1/N=C/C=C/c1ccco1 | i | -9.0
68 | COc1ccccc1N(CC(=O)NCCSC(C)(C)C)S(C)(=O)=O | i | -13.4
69 | OC(COCC1COc2ccccc2O1)CN1CCN(c2ccccc2)CC1 (centres undefined) | i | -21.3
70 | Cc1sc(NC(=O)c2c(F)cccc2F)nc1-c1ccccc1 | i | 0.7
71 | COc1cccc(NC(=O)Nc2cc(C)on2)c1 | i | -8.1
72 | COc1ccc(CCNC(=O)Cn2c(=O)n(CC3CCCO3)c(=O)c3ccccc32)cc1OC (centres undefined) | i | -19.3
73 | CCOC(=O)N1CCN(Cc2nc(-c3ccc(Cl)cc3)no2)CC1 | i | 5.5
74 | Cc1nc(C(C)N(C)Cc2nc(Cc3ccccc3F)no2)c(C)s1 (centres undefined) | i | -16.7
75 | O=C(NCCCCc1ccccc1)C1CCCC1 | i | -4.9

Further compounds:
No. | structure | CHT PAM | OX1R antag
76 | Cc1ccc(C)c(OCCC(=O)OCC(=O)NCc2ccc(F)cc2)c1 | i | -17.7
77 | COc1ccc(C(C(=O)NC(C)(C)C)N(C(=O)CCC(=O)Nc2cc(C)on2)c2ccc3c(c2)OCCO3)cc1 (centres undefined) | i | -18.5
78 | O=C(CN1CCN(S(=O)(=O)c2ccccc2)CC1)NC(=O)NCc1ccccc1 | i | -19.2
79 | Cc1[nH]c(C)c2c(=O)n(-c3ccccc3)ncc12 | i | -15.9
80 | Cc1nnc(SCC(=O)Nc2cc(S(=O)(=O)N3CCCC3)ccc2Cl)n1C1CC1 | x | -12.7
81 | CC(C)c1ccc(NC(=O)CSc2nc(=O)n(CCCN3CCOCC3)c3c2CCCC3)cc1 | i | -40.1
82 | N/C(=N\OC(=O)c1ccc([N+](=O)[O-])cc1)c1cccnc1 | i | -8.7
83 | CC(=O)Nc1ccc(S(=O)(=O)N(C)CC(=O)OC(C)C(=O)N(C)C2CCCCC2)cc1 (centres undefined) | i | -7.5
84 | COC(=O)n1c(=O)oc2ccccc21 | i | -15.8
85 | COc1ccccc1NC(=O)c1sc(NC(=O)c2ccco2)c(C#N)c1C | i | -3.6
86 | C/C(=N\NC(N)=S)c1ccc2c(c1)OCCO2 | i | -12.4
87 | CC(=O)Nc1ccc(NC(=O)Cc2sc(C)nc2-c2ccc(C)cc2)cc1 | i | -19.3
88 | COc1cc(NC(=O)c2ccccc2)c(OC)cc1NC(=O)Cc1ccccc1 | i | -20.9
89 | CC(C)NC(=O)c1ccc(COc2ccc(C(C)(C)C)cc2)o1 | i | 39.6
90 | CC(C)CCNC(=O)CCCn1c(=O)[nH]c2ccc(Br)cc2c1=O | i | -12.2
91 | O=C(N/N=C/c1ccccc1O)c1cc(=O)[nH]c2ccccc12 | i | -9.6
92 | CC(C)N(C(=O)CSc1nnc(Cc2csc(Nc3ccccc3)n2)o1)C(C)C | i | -25.6
93 | O=S(=O)(NCC1CCCO1)c1ccc(Cl)nc1 (centres undefined) | i | -9.4
94 | COc1ccc(C(=O)C2CCCN(Cc3c(F)ccc(F)c3F)C2)c(OC)c1 (centres undefined) | i | -36.7
95 | COc1ccc(/C=C/C(=O)OCC(=O)N2CCCCCC2)c(OC)c1 | x | -13.5
96 | CCc1ccccc1NC(=O)Cc1cn(C)c2ccccc12 | i | -3.1
97 | [O-][n+]1c(/C=C/c2ccccc2)ccc2ccccc21 | i | x
98 | Cc1cc(C)cc(NC2=NCC(=O)N2Cc2ccccc2)c1 | i | -24.0
99 | O=C(COc1ccc2c(c1)oc(=O)c1ccccc12)NCC1CCC(C(=O)O)CC1 (centres undefined) | 6.32* | 7.5
100 | COc1ccc(/C=C/C(=O)O)cc1S(=O)(=O)NCC1CCCO1 (centres undefined) | i | -3.4

(listing goes on)
No. | structure | CHT PAM | OX1R antag
101 | CCn1ncc(CN2CCC(C(=O)Nc3cccc(-c4cccc(F)c4)c3)CC2)c1C | i | -30.6
102 | CON(C)C(=O)CC(CNC(=O)OC(C)(C)C)c1ccc(Cl)cc1 (centres undefined) | x | -2.2
103 | O=C(OCC(=O)N1CCCc2ccccc21)C1CCN(S(=O)(=O)c2cccs2)CC1 | i | -23.1
104 | COc1ccc(C(=O)O/N=C(\N)Cc2ccc(Cl)cc2)cc1OC | i | -15.2
105 | Cc1cc(OCCOc2cccc3cccnc23)c(C)cc1Cl | i | -42.6
106 | OCCN1CCN(C(=S)NCCc2ccccc2)CC1 | i | 2.5
107 | Cc1c(N2CCCC2)cc2c(c1N)C(C)(C)CC2(C)C | i | -13.3
108 | Cc1ccc(NC(=O)Nc2ccccc2C(=O)NCc2ccccc2)cc1 | i | -20.9
109 | CC(C)OC(=O)NC(c1ccccc1)C(Cl)(Cl)Cl (centres undefined) | i | -23.9
110 | CSc1ccc(S(=O)(=O)N2CCC(C(=O)NCc3ccncc3)CC2)cc1 | i | 1.9
111 | COc1ccc(S(=O)(=O)N2CCCC(C(=O)N3CCOCC3)C2)cc1OC (centres undefined) | i | -4.4
112 | Cn1cc(CCC(=O)NC2CC2)c2ccccc21 | i | -21.6
113 | CCn1cc(C(=O)O)c(=O)c2cnc(N3CCN(C(=S)NC(=O)c4ccc(F)c(F)c4)CC3)nc21 | i | -7.1
114 | Cc1cccc(OCC(=O)N2CCN(C(=O)COc3ccc(Cl)cc3)CC2)c1 | i | -16.6
115 | Cc1ccc(OCc2nnc(SCC(=O)N3CCOCC3)n2C)cc1 | i | -11.1
116 | O=c1[nH]c(/C=C/c2ccc(Br)cc2)nc2c1cnn2-c1ccccc1 | i | -8.3
117 | COc1ccc(-n2c(=S)[nH]c3cc(C(=O)NCc4cccnc4)ccc3c2=O)cc1 | i | -10.6
118 | CCc1ccccc1S(=O)(=O)Cc1ccc(C(=O)NCC2CCCO2)o1 (centres undefined) | i | 7.2
119 | Cc1ccc(S(=O)(=O)NC(CC(=O)NCc2ccco2)c2ccco2)cc1 (centres undefined) | i | -13.6
120 | O=C1COc2ccc(S(=O)(=O)N3CCCCC3)cc2N1 | i | -0.5

Screening data: PubChem BioAssay, several laboratories
